FBW7 act: activators of human E3 ligase FBW7; 0.13% of 650,000 active; AID 1259310; normalized activity (activation), % at 26.1 µM; AlphaScreen FBW7–phospho-cyclin E peptide binding, activator screen; Q969H0; in the data active = normalized activity above about 1.9%;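 also: purified mutant Fbw7 with reduced substrate affinity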
Target sequence (Q969H0 whole entry, looked up): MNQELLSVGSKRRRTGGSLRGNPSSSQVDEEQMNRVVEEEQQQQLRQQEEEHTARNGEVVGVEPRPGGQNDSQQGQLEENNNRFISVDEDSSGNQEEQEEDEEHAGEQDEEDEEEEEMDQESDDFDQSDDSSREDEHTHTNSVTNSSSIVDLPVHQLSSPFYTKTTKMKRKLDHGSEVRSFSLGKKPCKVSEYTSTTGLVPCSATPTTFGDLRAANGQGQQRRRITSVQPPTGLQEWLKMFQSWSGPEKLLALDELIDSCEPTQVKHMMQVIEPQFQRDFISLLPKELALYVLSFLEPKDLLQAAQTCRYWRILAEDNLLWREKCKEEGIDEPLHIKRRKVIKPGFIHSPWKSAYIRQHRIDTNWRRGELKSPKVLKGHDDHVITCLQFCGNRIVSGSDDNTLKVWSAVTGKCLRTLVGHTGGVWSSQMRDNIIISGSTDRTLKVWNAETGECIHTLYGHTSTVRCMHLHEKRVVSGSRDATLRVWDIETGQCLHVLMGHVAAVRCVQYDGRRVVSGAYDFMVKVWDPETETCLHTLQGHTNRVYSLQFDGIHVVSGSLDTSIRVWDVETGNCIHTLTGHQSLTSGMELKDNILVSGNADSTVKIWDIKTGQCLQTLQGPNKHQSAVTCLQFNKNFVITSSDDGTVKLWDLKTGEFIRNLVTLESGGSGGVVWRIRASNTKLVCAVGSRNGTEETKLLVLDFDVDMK
MITF inh: human MITF inhibition, primary screen; O75030; AID 1259374; 0.91% of 650,000 active; AlphaScreen MITF homodimerization, bead proximity signal; inhibition, % at 2.6 µM; in the data active = inhibition above about 50%;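 also: 0% = vehicle wells with protein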
TEAD-YAP inh: TEAD-YAP interaction inhibition; HEK-TIYL cells, TEAD-Gal4/YAP UAS-luciferase luminescence; inhibition, % at 9.12 µM; 1.4% of 640,000 active; AID 1259422; in the data active = inhibition above about 32%;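 also: 0% = median of test compound wells and 100% = reference inhibitor wells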
GPR151 activ: human GPR151 activation; Q8TDV0; PathHunter beta-arrestin GPR151 cells, luminescence; activation, % at 11.2 µM; 1% of 650,000 active; AID 1508602; in the data active = activation above about 4.9%;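 also: 0% = median of compound wells and 100% = cells with positive control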
Target sequence (Q8TDV0 whole entry, looked up): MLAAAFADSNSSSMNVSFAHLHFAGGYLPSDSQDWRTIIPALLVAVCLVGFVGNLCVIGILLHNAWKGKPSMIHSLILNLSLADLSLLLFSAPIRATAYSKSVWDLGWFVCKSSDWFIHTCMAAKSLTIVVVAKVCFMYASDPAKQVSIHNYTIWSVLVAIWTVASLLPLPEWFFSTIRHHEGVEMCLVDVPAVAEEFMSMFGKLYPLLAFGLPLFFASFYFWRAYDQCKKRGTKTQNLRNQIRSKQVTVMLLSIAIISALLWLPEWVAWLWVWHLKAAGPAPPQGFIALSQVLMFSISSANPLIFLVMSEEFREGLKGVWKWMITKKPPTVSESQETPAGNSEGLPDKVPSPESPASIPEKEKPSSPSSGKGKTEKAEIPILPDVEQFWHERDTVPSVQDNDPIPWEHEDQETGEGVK
An asterisk follows results filed as active; . = not tested or not shown. Rows are unselected, and some 3.5% of all compounds hit somewhere here.

Each structure is followed by: FBW7 act, MITF inh, TEAD-YAP inh, GPR151 activ
#1 CC(=O)N/C(=C\c1ccccc1)C(=O)NC(=S)N1CCCCCC1
    0.1, 19, 0, 0.3
#2 O=C(N1CCN(c2ccccn2)CC1)C(Cl)(Cl)Cl
    0.1, 10, -14, -1.1
#3 CCCOc1ccc(-c2ccc(C(=O)O)cc2)cc1
    0.0, 8, -23, 6.3*
#4 O=C(CSc1nc2ccccc2s1)Nc1cc(C(F)(F)F)ccc1Cl
    0.0, 0, 4, -0.4
#5 CCn1nc(C)c(CN2CCOc3ccc(C(C)(O)COc4ccccc4)cc3C2)c1C (centres undefined)
    -0.1, -11, -1, 6.3*
#6 CCCCOc1ccc(-c2nn(-c3ccccc3)cc2/C=c2\sc3nc(-c4cccnc4)nn3c2=O)cc1C
    0.2, -5, -13, 1.0
#7 CCCCOc1ccc(-c2cc(=O)oc(-c3cccc(I)c3)n2)cc1
    -0.1, -7, -3, 0.2
#8 COc1cccc(CN2CCNC(=O)C2CC(=O)NCCCOC(C)C)c1OC (centres undefined)
    0.1, -5, -3, -0.3
#9 CCc1ccccc1OCC(=O)NCc1cccs1
    0.6, 11, -13, 0.9
#10 O=S(=O)(c1ccc(-c2csc(=Nc3ccccc3)n2Cc2ccccc2)cc1)N1CCOCC1
    0.0, -7, 4, -0.6
#11 Cc1cc(C)nc(NS(=O)(=O)c2c(C)[nH]c(=O)[nH]c2=O)n1
    -0.3, -3, 8, 0.9
#12 COc1ccc(CC(=O)Nc2ccc3c(c2)N(C(=O)c2ccccc2)CCC3)cc1
    0.0, 0, 17, 4.4
#13 CCCCOc1ccccc1C1C(C(=O)OCCc2ccccc2)=C(C)NC2=C1C(=O)CC(C)(C)C2 (centres undefined)
    0.1, -1, 12, 2.4
#14 COc1ccc(-c2c(C)nn3c(NCc4ccncc4)c(C)c(C)nc23)cc1
    -0.1, 16, 6, 0.1
#15 CC1(C)CC(=O)C(C=Nc2ccccc2N)=C(O)C1
    -0.1, 3, -27, 3.7
#16 CC(=O)Nc1ccc(NC(=O)CSc2nnc3[nH]c(=O)c(C)c(C)n23)cc1
    0.3, 10, 3, 0.5
#17 CC(=O)c1ccc(N2CCN(CC3CC=CCC3)CC2)cc1 (centres undefined)
    0.1, 31, -24, 3.2
#18 O=C(Nc1cccc(-c2ccn[nH]2)c1)C1CCN(Cc2ccc(Cl)s2)CC1
    -0.1, 0, -7, -0.1
#19 Cc1cccc(Oc2nc3c(C)cccn3c(=O)c2/C=C(\C#N)C(=O)NCc2ccco2)c1
    -0.1, -3, 1, -0.3
#20 COc1ccc(Cl)cc1Nc1ncnc2c1c(-c1ccccc1)cn2-c1ccccc1
    -0.2, -5, 0, -0.3
#21 Cc1sc2ncnc(N/N=C/c3ccc([N+](=O)[O-])cc3)c2c1C
    0.4, 1, 7, 1.0
#22 O=S(=O)(NCCc1csc2nc(-c3ccccc3)nn12)c1ccc(Cl)cc1
    -0.3, -3, -9, 1.0
#23 CCOC(=O)c1ccccc1NC(=O)CCC(=O)Nc1ccccc1C(=O)OCC
    0.1, 12, 3, -0.1
#24 O=C(Nc1nnc(SCC(=O)N2CCCc3ccccc32)s1)c1cc(Cl)cc(Cl)c1
    0.0, 2, 9, -0.1
#25 COc1ccc(Cl)cc1NC(=O)CN1CCN(S(=O)(=O)N(C)C)CC1
    -0.1, 8, 0, 0.5
#26 CC(C)(C(=O)O)c1ccc(N2CC(O)=C(c3ccccc3)C2=N)cc1
    0.2, 15, -8, -0.9
#27 COc1ccc(C)cc1NC(=O)C(=O)NNC(=O)c1ccco1
    -0.1, -8, -7, -0.6
#28 Cc1cc(I)cc(CNc2ccc(N3CCOCC3)cc2)c1O
    0.1, 5, 21, -0.2
#29 COc1ccc(CN2CCC(CO)(Cc3ccccc3)CC2)cc1
    0.0, 12, -9, 0.0
#30 COc1ccc(-c2nnc(SCC(=O)Nc3ccc(C(C)=O)cc3)o2)cc1OC
    -0.1, -2, -4, 2.3
#31 CC(=O)Nc1nc(C(=O)NCc2ccc(N3CCCC3=O)cc2)cs1
    1.0, 1, -8, -0.1
#32 O=C1CSC(c2ccc(Cl)cc2Cl)N1c1ccc(Cl)cc1 (centres undefined)
    0.1, 6, -2, 1.4
#33 CCOC(=O)C1CCCN(CCC(=O)Nc2cc(OC)cc(OC)c2)C1 (centres undefined)
    0.1, 6, 6, -1.5
#34 C=CCn1c(SCC(=O)NCCc2ccccc2)nnc1C(C)NC(=O)c1ccccc1 (centres undefined)
    0.0, 1, 1, 1.9
#35 CSc1nc(=O)cc(N)n1-c1ccc(F)cc1
    -0.1, 6, 2, 2.4
#36 CCn1c(C)c2c(C)nn3cc(C)cc3c2c1C
    0.0, -9, 8, -0.3
#37 O=C1NC2(CCCCCC2)C(=O)N1CCS(=O)(=O)Oc1ccc(Br)cc1
    -0.1, -10, -6, -1.1
#38 COCCn1c(SCC(=O)NCc2ccco2)nc2c(c1=O)SC(C)C2 (centres undefined)
    0.0, 14, 6, -0.4
#39 C=C(C)Cn1c(C2CC2)nc2ccccc21
    -0.1, -9, 2, 1.9
#40 COc1ccccc1-c1cnc2ccc(NC3CCC(O)CC3)nn12 (centres undefined)
    -0.5, 11, -13, -0.3
#41 Clc1ccc(OCCCc2nc(-c3ccccn3)no2)c(Cl)c1
    0.1, -9, -3, 0.2
#42 CCN(CCC#N)c1ccc(C=O)c(C)c1
    0.0, 14, 12, -0.1
#43 CN(C)CCN(Cc1cccs1)C(=S)Nc1ccccc1F
    0.5, 6, -9, 1.9
#44 CCOCCCNC(=O)c1ccc(CNS(=O)(=O)c2ccc(Br)cc2)cc1
    -0.3, -11, -14, 0.7
#45 COc1cc(C)c(Br)cc1S(=O)(=O)NCc1ccco1
    -0.1, -10, -8, -1.3
#46 O=C(Nc1ccc2nn(-c3cccc(Cl)c3)nc2c1)c1cc(Br)ccc1I
    0.1, 4, 5, -0.7
#47 Cc1cc(C(=O)Nc2ccc(F)cc2F)ccc1[N+](=O)[O-]
    0.0, 16, -40, 5.2*
#48 S=c1nc2ccccc2c2nc(COc3ccc(Cl)cc3Cl)[nH]n12
    0.0, 0, -30, 2.0
#49 COc1ccc(NC(=O)CN2CCN(c3ccc(Cl)cc3)CC2)c(OC)c1
    -0.1, 1, 8, 0.2
#50 CCCN(CCC)S(=O)(=O)c1ccc(C(=O)Nc2nc(-c3ccc(F)cc3)cs2)cc1
    0.0, -38, -7, -0.9
#51 CCC(C)NC(=O)CN(C)S(=O)(=O)c1ccc2c(c1)n(C)c(=O)c(=O)n2C (centres undefined)
    -0.1, 4, -14, 1.4
#52 NC(=O)c1ccc(-c2ncc(C(=O)NCCO)s2)cc1
    -0.1, -8, 3, -1.3
#53 CS(=O)(=O)N(CC(=O)NC1CC2CCC1C2)c1ccc(Cl)cc1Cl (centres undefined)
    0.1, -1, -4, -0.9
#54 CCOC(=O)c1nnn(-c2nonc2N)c1CN1CC(C)OC(C)C1 (centres undefined)
    0.2, 8, 11, -0.9
#55 CN(C)C(=O)c1cc([N+](=O)[O-])cc([N+](=O)[O-])c1
    -0.1, -7, 0, -0.6
#56 COC(=O)c1ccc(NC(=S)NCCCN(C)C)cc1
    0.0, 10, -7, -0.5
#57 O=C(Nc1cccc(Br)c1)c1cccc(S(=O)(=O)N2CCOCC2)c1
    0.2, 6, -10, 1.0
#58 Clc1ccc(-c2csc(Nc3cccc4ccccc34)n2)cc1Cl
    -0.1, 1, 1, 0.4
#59 Cc1ncc(CO)c2cc(C(=O)Nc3cc(F)ccc3F)c(=O)oc12
    0.0, -4, -7, -0.3
#60 CC(=O)Nc1cccc(Nc2nc3ccccc3nc2NS(=O)(=O)c2ccc(Cl)cc2)c1
    0.0, -1, -4, -0.5

The results go on:
cpd	compound	FBW7 act	MITF inh	TEAD-YAP inh	GPR151 activ
61	O=C(Cc1c(F)cccc1Cl)NCc1nc(-c2cccnc2)n[nH]1	0.9	22	-3	-1.4
62	CN(N=O)C(=O)NC1[C@H](O)OC(CO)[C@@H](O)[C@H]1O (some centres undefined)	-0.1	7	.	0.2
63	Cc1c(C(=O)N(C)Cc2ccccc2)sc2ncn(CC(=O)N3CC(C)CC(C)C3)c(=O)c12 (centres undefined)	0.1	4	7	0.0
64	CC1=C(C(=O)OC2CCCC2)C(c2cccc(O)c2)NC(=O)N1 (centres undefined)	0.0	-14	-16	0.9
65	COc1ccc(-c2cnn3ccc(Nc4cc(OC)c(OC)c(OC)c4)nc23)cc1OC	0.3	9	-13	0.1
66	N#CCCN(CCc1ccccc1)S(=O)(=O)c1cccc2nsnc12	0.0	3	-6	-0.6
67	Cc1ccn2cc(-c3ccccc3Br)nc2c1	-0.1	6	33*	-5.6
68	CC1(Cc2ccccc2)C(=O)Nc2cc(F)ccc21 (centres undefined)	0.1	-23	7	-1.2
69	O=C(Nc1ccc(-c2noc(/C=C/c3ccccc3)n2)cc1)c1ccc(Br)o1	-0.1	-1	-31	-1.2
70	COCCCn1c(O)c(C2=c3cc(Br)ccc3=NC2=O)sc1=S	0.0	13	8	0.7
71	CCc1ccc(NC(=O)c2nn(-c3cccc(OC)c3)c(=O)c3ccccc23)cc1	0.2	10	-10	-0.7
72	CCc1ccc(N(C(=O)c2csnn2)C(C(=O)NC2CCCC2)c2ccncc2)cc1 (centres undefined)	0.1	10	-9	-0.7
73	O=C(c1ccc2ccccc2c1)N1CCN(c2nc3ccccc3s2)CC1	0.1	3	-10	0.6
74	O/C(=C\c1ccc2ccccc2n1)c1ccc(O)cc1O	-0.3	-2	75*	-1.7
75	Cc1cc(C)n2nc(C(=O)Nc3cccc(S(=O)(=O)N4CCCCCC4)c3)nc2n1	-0.1	4	-11	1.0
76	N#CC1=C2SCN(C3CCCCC3)CN2C(=O)CC1c1ccccc1[N+](=O)[O-] (centres undefined)	-0.3	-13	2	0.5
77	Cc1ccc(CCNC(=O)c2nnn(-c3ccc(OC(F)(F)F)cc3)c2N)cc1	-0.2	-2	0	0.1
78	CN1CCC(n2c(C3COc4ccccc4O3)nc3ccc(-c4ccncc4)cc32)CC1 (centres undefined)	-0.1	-6	9	0.0
79	O=C(NC1CCCc2ccccc21)C1CCCN(C(=O)N2CCOc3ccccc32)C1 (centres undefined)	0.6	7	0	1.3
80	COc1cc(C(=O)Nc2ccc(NC(=O)c3ccccc3Cl)nc2)cc(OC)c1OC	-0.1	-2	15	1.3
81	Cc1cc(Cl)ccc1NC(=O)C(=O)N/N=C/c1cccc(Cl)c1	-0.1	-8	-7	-0.5
82	COc1ccc(NC(=O)C(=O)c2c(-c3ccccc3)cc3ccccn23)cn1	-0.1	1	-9	1.2
83	CCOc1ccc2cc(C(=O)c3ccccc3)c(=O)oc2c1	0.0	-1	-32	2.0
84	NC(C(=O)N1CCC(Nc2ccc3[nH]ncc3c2)CC1)c1cccc(Cl)c1 (centres undefined)	-0.4	-1	1	0.2
85	CCOc1ccc(CCNC(=O)CSc2ccsc2[N+](=O)[O-])cc1OCC	0.1	-3	6	3.6
86	CCn1c(=O)[nH]c2c(C(N)=O)nc(-c3ccccn3)nc21	-0.1	5	6	2.3
87	CCc1ccc(OCCCOc2ccc(/C=C3/C(=N)N4C=CSC4=NC3=O)cc2OC)cc1	0.1	2	9	-1.9
88	O=C(CCCc1ccccc1)Nc1c2c(nn1-c1ccccc1)CS(=O)C2 (centres undefined)	0.1	-8	4	-0.7
89	COc1ccc(-c2nc(C(=O)Nc3ccc(Oc4ccccc4)cc3)cs2)cc1	0.3	-4	6	1.1
90	O=C(NC1CCCCCCC1)c1ccc2c(c1)NC(=O)C(CS(=O)(=O)Cc1cccc(Br)c1)N2 (centres undefined)	-1.5	3	-9	-0.1

A draw from above in order of SMILES length, rising:
cpd	compound	FBW7 act	MITF inh	TEAD-YAP inh	GPR151 activ
2	O=C(N1CCN(c2ccccn2)CC1)C(Cl)(Cl)Cl	0.1	10	-14	-1.1
45	COc1cc(C)c(Br)cc1S(=O)(=O)NCc1ccco1	-0.1	-10	-8	-1.3
65	COc1ccc(-c2cnn3ccc(Nc4cc(OC)c(OC)c(OC)c4)nc23)cc1OC	0.3	9	-13	0.1

Structures from the list above that have a CF3 group:
cpd	compound	FBW7 act	MITF inh	TEAD-YAP inh	GPR151 activ
4	O=C(CSc1nc2ccccc2s1)Nc1cc(C(F)(F)F)ccc1Cl	0.0	0	4	-0.4
77	Cc1ccc(CCNC(=O)c2nnn(-c3ccc(OC(F)(F)F)cc3)c2N)cc1	-0.2	-2	0	0.1

Next part.
cpd	compound	FBW7 act	MITF inh	TEAD-YAP inh	GPR151 activ
91	Cc1cc(C)cc(NC(=O)c2ccc3c(=O)n(C4CCCCC4)c(SCc4ccccn4)nc3c2)c1	-0.1	17	3	2.2
92	O=C(CSc1nnc2c3c(-c4ccccc4)csc3ncn12)N1CCCC1	0.0	5	-5	0.8
93	CN(CC(=O)NCc1cccnc1)S(=O)(=O)c1ccc2c(c1)n(C)c(=O)c(=O)n2C	0.2	2	1	0.8
94	CC(C)c1ccc(NC(=O)CNCC(c2ccccc2)N(C)C)cc1 (centres undefined)	-0.2	65*	2	-0.5
95	COc1ccc(Cc2nnc(SCC(=O)Nc3cccc(OC)c3)n2-n2cccc2)cc1	-0.3	8	1	-0.7
96	Cc1cccc(C(=O)N(c2ccc(F)cc2)C2C=CS(=O)(=O)C2)c1 (centres undefined)	0.0	11	-2	-0.3
97	Cc1cccc(NC(=O)Cn2ncc3ccccc32)c1C	0.2	12	11	-2.3
98	NC(=O)c1ccc(-c2cncc(C(=O)Nc3ccc(Oc4ccccc4)cc3)c2)cc1	0.0	0	2	1.4
99	Nc1nc(-c2ccc(C(=O)NC3CC3)cc2)nc2c1ncn2CCN1CCCC1=O	-0.3	-2	-8	-0.9
100	Cc1cc(=O)oc2cc(Oc3ccc(S(=O)(=O)N4CCOCC4)cc3[N+](=O)[O-])ccc12	0.2	-1	1	2.1

Bioassay records deposited in PubChem by The Scripps Research Institute Molecular Screening Center.
